# Source: PubChem
# FadD28 FP inh = blocks FadD28 binding to the bisubstrate probe; fluorescence polarization; inhibition, % at 12.5 µM; 360,000 compounds, 0.22% hits; in the data active = inhibition above about 8.5%, passing the limit was not always enough; inconclusive = no clear call, values can overlap the other calls
# PrPC surface inh = cell surface PrPC inhibition, primary TR-FRET screen; P04156; TR-FRET read-out; inhibition, % at 13.8 µM; 370,000 compounds, 0.43% hits; AID 720596; in the data active = inhibition above about 24%; note: 0% = median of the test wells and 100% = reference compound wells
# BioA inh = blocks M. tuberculosis BioA enzyme activity. purified M. tuberculosis BioA enzyme, plate reader. inhibition, % at 9.99 µM. 360,000 compounds, 0.096% hits. AID 602481; in the data active = inhibition above about 40%; inconclusive = no clear call, values can overlap the other calls
# BoNT F protease = inhibitors of Botulinum neurotoxin F light chain protease; Multiplex microsphere protease cleavage assay, flow cytometry; inhibition, % at 10 µM; 360,000 compounds, 0.22% hits; AID 588497; in the data active = inhibition above about 35%, passing the limit was not always enough; inconclusive = no clear call, values can overlap the other calls; note: plate controls were buffer without enzyme for full effect and enzyme alone for no effect
# BoNT-A LC inh2 = inhibitors of Botulinum neurotoxin A light chain protease; inhibition, % at 10 µM; multiplex microsphere protease substrate cleavage, flow cytometry; 360,000 compounds, 0.17% hits; AID 588499; in the data active = inhibition above about 30%; inconclusive = no clear call, values can overlap the other calls; note: plate controls were buffer without enzyme for full effect and enzyme alone for no effect
# UGM FP inh = blocks M. tuberculosis UGM enzyme | P9WIQ1 | purified UGM, fluorescence polarization probe displacement | inhibition, % at 10 µM | 320,000 compounds, 0.06% hits; in the data active = inhibition above about 10%, passing the limit was not always enough; inconclusive = no clear call, values can overlap the other calls
# Target sequence (P9WIQ1 whole entry, looked up): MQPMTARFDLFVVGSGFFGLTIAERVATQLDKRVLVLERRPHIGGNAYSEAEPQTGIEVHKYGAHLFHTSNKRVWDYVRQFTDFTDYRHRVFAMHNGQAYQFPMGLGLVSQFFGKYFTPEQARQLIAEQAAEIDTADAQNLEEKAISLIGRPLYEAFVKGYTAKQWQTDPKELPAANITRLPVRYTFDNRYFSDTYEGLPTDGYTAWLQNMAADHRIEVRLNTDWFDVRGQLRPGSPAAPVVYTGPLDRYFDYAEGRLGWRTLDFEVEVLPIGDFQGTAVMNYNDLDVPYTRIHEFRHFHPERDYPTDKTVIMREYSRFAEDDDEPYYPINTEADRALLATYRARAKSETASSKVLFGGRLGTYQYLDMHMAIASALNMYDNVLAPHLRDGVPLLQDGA
# GDH-TPI inh = inhibits GDH-TPI coupling enzymes, artifact for Mtb FBA screen; AID 588335; 360,000 compounds, 1.2% hits; GDH-TPI coupled enzyme counterscreen, NADH absorbance; inhibition, % at 4.8 µM;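 note: 0% = DMSO wells and 100% = wells lacking the enzyme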
# CCHFV vOTU inh = CCHFV vOTU protease inhibition; 370,000 compounds, 0.55% hits; AID 651958; Pep-AMC fluorescence; inhibition, % at 11.5 µM; note: 0% = vehicle wells with enzyme and 100% = no enzyme wells
# FBA Mtb inh = inhibits M. tuberculosis FBA enzyme; P9WQA3; purified M. tuberculosis FBA, fluorescence read-out; inhibition, % at 1 µM; 360,000 compounds, 2.3% hits; in the data active = inhibition above about 27%;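 note: 0% = vehicle and 100% = reference inhibitor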
# Target sequence (P9WQA3 whole entry, looked up): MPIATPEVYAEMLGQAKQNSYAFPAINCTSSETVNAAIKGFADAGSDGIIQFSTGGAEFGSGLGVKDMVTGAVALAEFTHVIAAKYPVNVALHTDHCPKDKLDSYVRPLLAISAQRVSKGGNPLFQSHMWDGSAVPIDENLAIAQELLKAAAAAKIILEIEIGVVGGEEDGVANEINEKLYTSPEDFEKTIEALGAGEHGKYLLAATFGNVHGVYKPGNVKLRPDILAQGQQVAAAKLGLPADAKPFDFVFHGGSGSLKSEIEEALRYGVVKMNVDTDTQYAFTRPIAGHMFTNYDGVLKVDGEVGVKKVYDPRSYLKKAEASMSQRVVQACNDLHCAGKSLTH
# An asterisk follows results filed as active; ? = inconclusive; . = no result given; & = joins results of further samples. Cut-off read from the data, not from the text of the source, unless noted: active = inhibition above about 30%; inactive = the rest. An unsorted share of the library (roughly 4.8% active in at least one column).
SMILES,FadD28 FP inh,PrPC surface inh,BioA inh,BoNT F protease,BoNT-A LC inh2,UGM FP inh,GDH-TPI inh,CCHFV vOTU inh,FBA Mtb inh
CCn1c(=O)n(CC)c2cc(N3CCCC3)c(NC(=O)c3ccc(C)c([N+](=O)[O-])c3)cc21,1.8,-2,13,13,2.7,-1.6,6,4,1
Cc1c(C(=O)OCC(=O)N2CCCC(C)C2)oc2ccccc12 (stereo not drawn),-1.9,3,.,-2,-2.5,-0.2,-7,1,6
O=C(CSc1nnc(-c2ccc(NS(=O)(=O)c3ccccc3)cc2)o1)NCC1CCCO1 (stereo not drawn),-1.5,-3,-1.5,15,0.4,2.2,25,8,5
CCn1c(SCC(=O)Nc2nc(-c3ccccc3)cs2)nnc1-c1ccccc1,-8.3,2,0.1,-1,-0.1,1.6,10,5,1
Cc1cc(N/C=C/C(=O)c2cccc3ccccc23)no1,-4.8,-6,4.1,-1,0.8,4.7,29,1,0
COc1ccc(C(CC(=O)Nc2ccc(C)cn2)N2Cc3ccccc3C2=O)cc1 (stereo not drawn),.,-5,1.6,5,-0.5,0.8,-1,3,0
Cc1ccc(S(=O)(=O)N2CCN(C(=O)CCC(=O)Nc3ccc(Br)c(C)c3)CC2)cc1,-5.7,-3,-1.2,1,0.5,.,-5,14,1
Fc1ccccc1-c1nc2ncccc2o1,-1.4,-2,-0.9,-3,0.2,1.2,-3,-5,6
CCCCS(=O)(=O)N1CCCC(C(=O)Nc2ccc3c(c2)CCC3)C1 (stereo not drawn),-2.8,7,-1.3,7,3.2,0.4,-6,2,-1
COC(=O)N/N=C(\C)c1cccc(C(F)(F)F)c1,-0.7,11,.,-5,-0.8,-1.4,8,9,-2
COc1ccc(CNC(=O)C2CCN(C(=O)c3ccco3)CC2)cc1,-2.2,3,0.3,-1,-1.9,-2.7,10,9,0
COc1ccc(C(=O)Cn2nnc(-c3ccccc3F)n2)cc1,?,3,-0.7,2,0.7,0.8,4,-2,2
COc1ccc(O)c(CN2CCC(n3nccc3NC(=O)c3ccccc3Cl)CC2)c1,1.4,-8,-1.0,-13,-1.4,-0.2,0,-6,1
CCN(CC)CCN(C(=O)C1=COCCO1)c1nc2cc3c(cc2s1)OCO3,-3.5,4,.,-5,-1.0,-2.0,13,-3,1
Cc1ccc(S(=O)(=O)Nc2cccc(N(C)S(C)(=O)=O)c2)cc1[N+](=O)[O-],-2.7,0,.,-5,-0.4,-3.8,-4,-3,3
CC(C)(C)c1ccc(C(=O)N/C(=C\c2ccco2)C(=O)Nc2ccccc2C(=O)O)cc1,2.9,-4,0.5,4,-4.6,3.3,26,24,-3
CC(C)n1ncc2c(C(=O)O)cc(C3CC3)nc21,-4.7,0,.,4,0.0,6.4,8,-10,18
NC(=O)C1=C[C@@H](c2csc3ccccc23)C[C@@H](OCc2ccc(CO)cc2)O1,-11,-5,-1.9,-6,-0.6,-3.9,6,16,6
O=C(CCN1CCOCC1)NNC(=O)Nc1cccc(Cl)c1,-2.2,-4,-3.2,-14,-4.1,1.4,-4,-1,-2
NC(=O)SCC(=O)Nc1cccc(Cl)c1,-2.9,-4,.,-9,-0.6,1.9,-4,4,0
CC1(C(=O)NS(=O)(=O)c2ccccc2Cl)CCN1C(=O)CCc1ccc(Cl)cc1Cl (stereo not drawn),-2.1,4,-0.8,2,-0.3,.,15,-4,1
Cc1[nH]n(-c2ccccc2)c(=O)c1C=NCc1ccncc1,-0.3,6,0.6,-1,0.7,-0.2,5,16,-2
CCOC(=O)c1[nH]c2ccc(OC)cc2c1NC(=O)CCN1CCc2ccccc2C1,-2.1,-8,1.0,12,0.3,-1.4,7,-13,40*
C[C@H](OC(=O)n1ccnc1)[C@@H]1O[C@@]2(C)CCC[C@@H]1O2,-1.4,2,-1.3,-3,0.3,0.6,-7,-1,-1
CC(NCc1ccccc1O)c1ccccc1 (stereo not drawn),-1.5,5,-1.6,2,-0.6,-2.5,-3,2,-1
O=C(CCN1CCCCC1)N/N=C/c1c[nH]c2ccccc12,2.9,2,.,-3,-0.7,-1.1,4,-1,2
Cn1c(CNC(=O)c2ccc3c(c2)OCO3)nnc1SCC(=O)Nc1ccccc1F,-3.1,2,1.7,-3,0.5,2.2,12,2,1
N#CCC(=O)Nc1ccc(C(=O)N2CCN(S(=O)(=O)c3ccc4ccccc4c3)CC2)cc1,-2.8,-5,-0.7,-10,-0.3,-0.8,6,8,3
CCOC(=O)Cn1nc(NC(=O)c2cc(OC)cc(OC)c2)cc1C,-1.6,3,-1.0,-2,-2.7,-1.0,15,0,-3
C[C@@H]1CN([C@H](C)CO)C(=O)c2cc(NC(=O)Nc3ccc(F)cc3)ccc2O[C@@H](C)CCCCO[C@H]1CN(C)S(=O)(=O)c1cccs1,-0.9,8,-0.5&-3.0,-5,0.1,.,3,18,2
COc1ccc(S(=O)(=O)N2CCCC(C(=O)NC3CCCCC3)C2)cc1 (stereo not drawn),-3.7,-2,-1.1,-7,-0.3,-0.3,1,7,-5
CC1(C(=O)NC2CCCC2)CCN1C(=O)Cc1ccc(-c2ccccc2)cc1 (stereo not drawn),-0.8,4,1.9,-18,-0.8,.,12,24,0
CCC(=O)Nc1cccc(NC(=S)NC(=O)c2ccccc2Cl)c1,-1.6,6,4.3,0,-0.2,0.2,3,-2,0
N#C/C(=C\c1ccccc1C(F)(F)F)C(=O)Nc1ccccc1,-1.2,2,.,-1,-1.0,0.3,-6,4,-3
Cc1ccc(C)c(N2N=C(C(=O)Nc3cccc(S(=O)(=O)N4CCCCC4)c3)CCC2=O)c1,0.3,1,-0.2,-3,1.1,1.8,10,21,0
COc1ccc(CCNC(=O)CCNC(=O)c2ccco2)cc1OC,-0.4,-6,1.0,-1,-0.7,-0.4,1,11,-3
CC(=O)NC(CCS(C)(=O)=O)C(=O)Nc1cc(C)ccc1C (stereo not drawn),0.5,-5,-0.9,-1,0.0,0.1,10,3,2
COc1cc(NC(=O)CCNC(=O)N2CC(=O)Nc3ccccc32)cc(OC)c1OC,-0.8,2,-1.0,-6,0.4,.,6,0,1
COc1cccc(CC(=O)OCC(=O)NC2CCCC2)c1,-2.4,-7,-0.6,.,.,-1.1,-12,4,2
CCC(C(=O)Nc1cc(Cl)ccc1OC)c1ccccc1 (stereo not drawn),-1.5,2,.,-1,0.3,-2.8,10,8,0
Cc1ccc(S(=O)(=O)N(CC(=O)N2CCC(C)CC2)c2ccccc2)cc1,-1.3,3,.,5,-1.3,-0.5,-5,-17,-1
CCCOc1ccc(C(O)(CCC)CCN2CCCCC2)cc1 (stereo not drawn),2.6,9,-0.2,-3,0.5,-1.9,4,2,-2
[O-]c1c[n+](-c2ccccc2)no1,-2.8,-2,.,3,0.0,-0.3,0,-7,1
COc1ccc(N(CC(=O)NCc2ccc(Cl)cc2)S(=O)(=O)c2c(C)nn(C)c2C)cc1,-2.2,0,2.3,-1,-1.4,-0.7,-3,1,0
N#Cc1cccc(-c2csc(C(O)c3ccco3)n2)c1 (stereo not drawn),-5.0,0,0.5,-7,-0.1,.,-7,4,-5
CCc1ccc(NC(=O)C2CCN(c3ncnc4c3nc3n4CCCCC3)CC2)cc1,0.1,8,-2.5,-5,1.4,-0.2,-5,8,-1
COC(=O)c1ccc(CSc2nnc(CS(=O)Cc3ccc(Br)cc3)n2-c2ccccc2)cc1 (stereo not drawn),-3.1,7,1.1,1,0.7,-3.2,22,-1,-1
COC(=O)c1c(-c2ccc(OC)c(OC)c2)csc1N,3.2,1,-8.7,9,0.7,-3.5,7,-4,-3
COc1ccc(CN(C(=O)c2snc(C(N)=O)c2N)C(C(=O)NC2CCCC2)c2cc(OC)ccc2OC)cc1 (stereo not drawn),-3.3,-3,.,-5,-4.2,0.5,-7,12,2
Cc1c(C(=O)N2CCOCC2)c(S(=O)(=O)Nc2cccc(F)c2)c(C)n1C,-0.1,0,1.6,-2,-1.1,-1.0,7,-7,4
COCCn1c(SCC(=O)Nc2ccc(OC)cc2OC)nc2ccccc2c1=O,-1.4,13,1.0,?,-1.0,-0.3,-2,0,-1
COc1ccccc1N(CC(O)CN1CCCCC1)S(=O)(=O)c1ccc(C)cc1 (stereo not drawn),-3.9,-4,.,-15,-6.3,2.5,-1,-5,1
CC(NC1c2ccccc2-c2ccccc21)c1ccccc1 (stereo not drawn),0.2,4,-4.1,-16,-0.1,-1.0,10,9,4
CCOc1ccc2c(c1)c1nnc(SCC(=O)N3CCC(C)CC3)nc1n2C,-4.5,-6,-1.2,-12,-0.6,.,0,2,2
CCC/C=C1/CCCOC(C(=O)NCc2ccc(S(C)(=O)=O)cc2)(C(F)(F)F)C1 (stereo not drawn),-0.9,5,-0.7,4,-0.1,-1.2,8,5,6
CC(C)[C@H](NC(=O)NCCc1ccc(Cl)cc1)C(=O)O,0.7,1,1.4,-8,?,3.0,11,-9,5
Cc1cc(C(=O)COC(=O)c2ccc(NC(=O)CC#N)cc2)c(C)n1-c1ccc(OC(F)F)cc1,-3.4,-16,.,-10,0.5,0.7,17,29,4
O=C(CN1C(=O)NC(c2ccccc2)(c2ccccc2)C1=O)NCc1ccc(F)cc1,-3.8,11,-1.3,-9,0.0,0.8,-3,-1,0
COCCn1c(C)cc(C(=O)COC(=O)C23CC4CC(CC(O)(C4)C2)C3)c1C,0.0,1,-0.5,-3,0.1,1.9,5,-10,-2
Cc1cccc(C)c1NC(=O)CSc1nnnn1-c1ccc(C(=O)O)cc1,-2.5,1,-1.6,3,0.1,-2.3,1,2,0

# The final four entries of the part above come first, to join the parts.
SMILES,FadD28 FP inh,PrPC surface inh,BioA inh,BoNT F protease,BoNT-A LC inh2,UGM FP inh,GDH-TPI inh,CCHFV vOTU inh,FBA Mtb inh
Cc1cc(C(=O)COC(=O)c2ccc(NC(=O)CC#N)cc2)c(C)n1-c1ccc(OC(F)F)cc1,-3.4,-16,.,-10,0.5,0.7,17,29,4
O=C(CN1C(=O)NC(c2ccccc2)(c2ccccc2)C1=O)NCc1ccc(F)cc1,-3.8,11,-1.3,-9,0.0,0.8,-3,-1,0
COCCn1c(C)cc(C(=O)COC(=O)C23CC4CC(CC(O)(C4)C2)C3)c1C,0.0,1,-0.5,-3,0.1,1.9,5,-10,-2
Cc1cccc(C)c1NC(=O)CSc1nnnn1-c1ccc(C(=O)O)cc1,-2.5,1,-1.6,3,0.1,-2.3,1,2,0
NS(=O)(=O)c1ccc(CCNC(=O)c2cc([N+](=O)[O-])ccc2N2CCOCC2)cc1,1.3,-23,-0.2,2,-0.2,-0.7,7,2,-1
CC1=C(C(=O)N2CCOCC2)CC(CC(=O)NC2CCCC2)C(=O)N1Cc1ccccc1 (stereo not drawn),0.0,-9,-2.1,-6,-0.3,.,8,15,3
COC(=O)C(CC(C)C)NC(=O)C(N)Cc1ccccc1 (stereo not drawn),-2.1,-3,-2.4,-35,-3.9,2.2,4,-9,0
Clc1cccc(OCc2nc(-c3ccncc3)n[nH]2)c1,-1.3,-3,.,-2,-1.4,1.3,9,-14,2
COc1ccc(C(C)(C)C)cc1NC(=O)Nc1ccc2c(c1)OCO2,-3.7,25*,-0.6,-9,-0.7,1.8,-1,-10,-2
CC(=O)Nc1ccc(OC(F)(F)Cl)cc1,-0.4,-3,.,-6,0.8,-0.2,10,-10,1
CC(=O)c1ccc(NCC(=O)N2CCN(c3ccccc3)CC2)cc1,-1.4,2,1.8,-64,0.8,0.6,15,12,-3
CN(C)c1ccc2c(O)cc(=O)n(C)c2c1,-2.4,-5,-1.1,-6,2.1,0.4,18,-24,37*
CN(C(=O)c1cccc(NC(=O)Cc2ccc(NC(=O)C3CCCN(C(=O)c4ccccc4)C3)cc2)c1)C1CCCC1 (stereo not drawn),-2.6,10,0.5,-5,-0.1,.,0,10,0

# Among those listed so far, these contain bromine.
SMILES,FadD28 FP inh,PrPC surface inh,BioA inh,BoNT F protease,BoNT-A LC inh2,UGM FP inh,GDH-TPI inh,CCHFV vOTU inh,FBA Mtb inh
Cc1ccc(S(=O)(=O)N2CCN(C(=O)CCC(=O)Nc3ccc(Br)c(C)c3)CC2)cc1,-5.7,-3,-1.2,1,0.5,.,-5,14,1
COC(=O)c1ccc(CSc2nnc(CS(=O)Cc3ccc(Br)cc3)n2-c2ccccc2)cc1 (stereo not drawn),-3.1,7,1.1,1,0.7,-3.2,22,-1,-1
